ABHD4 inh – inhibitors of mouse ABHD4 | Q8VD66 | purified mABHD4, FP-Rh probe fluorescence polarization | inhibition, % at 8.92 µM | 0.54% of 370,000 active;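 active means inhibition exceeding the mean over every tested compound plus 3 SD, cut at about 30% in these data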;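 further: 0% = plate median of compound wells and 100% = S159A mutant with DMSO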
Target sequence (Q8VD66 whole entry, looked up): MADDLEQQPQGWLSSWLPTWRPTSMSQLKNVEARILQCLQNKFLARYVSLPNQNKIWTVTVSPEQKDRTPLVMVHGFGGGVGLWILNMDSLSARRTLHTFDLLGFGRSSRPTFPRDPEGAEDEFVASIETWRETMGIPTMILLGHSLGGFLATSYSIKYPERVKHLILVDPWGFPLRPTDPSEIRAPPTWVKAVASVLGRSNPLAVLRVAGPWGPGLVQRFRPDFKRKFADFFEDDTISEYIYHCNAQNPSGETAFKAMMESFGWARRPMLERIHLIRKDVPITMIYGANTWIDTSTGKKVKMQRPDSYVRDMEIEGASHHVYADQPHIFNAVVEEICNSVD
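Assay system: mouse ABHD4 enzyme, wild type / Also added: fluorescent activity-based probe FP-Rh / Doses: single nominal dose of 8.92 µM, 0.89% DMSO final / Timing: 45 min compound pre-incubation plus 60 min probe step, 25 °C / Signal: FP readout, ex 525 nm / em 598 nm / Control set: S159A mutant/DMSO as 100%, compound-well median as 0%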
GC-A act – GC-A (human) enzyme activation. P16066. HEK293 GC-A cells, cGMP TR-FRET, EC30 ANP; 0% at EC30 ANP, 100% saturating ANP. activation, % at 10 µM. 0.14% of 370,000 active. AID 1671463; in the data active means activation above about 40%
HTRA1 inhibitor – inhibitors of human serine peptidase HTRA1; Q92743; recombinant HTRA1, FP-rhodamine activity-based probe, fluorescence polarization; inhibition, % at 5.96 µM; 0.5% of 340,000 active; AID 504803; in the data active means inhibition above about 36%;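 further: 0% = enzyme with DMSO and 100% = wells lacking enzyme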
Target sequence (Q92743 whole entry, looked up): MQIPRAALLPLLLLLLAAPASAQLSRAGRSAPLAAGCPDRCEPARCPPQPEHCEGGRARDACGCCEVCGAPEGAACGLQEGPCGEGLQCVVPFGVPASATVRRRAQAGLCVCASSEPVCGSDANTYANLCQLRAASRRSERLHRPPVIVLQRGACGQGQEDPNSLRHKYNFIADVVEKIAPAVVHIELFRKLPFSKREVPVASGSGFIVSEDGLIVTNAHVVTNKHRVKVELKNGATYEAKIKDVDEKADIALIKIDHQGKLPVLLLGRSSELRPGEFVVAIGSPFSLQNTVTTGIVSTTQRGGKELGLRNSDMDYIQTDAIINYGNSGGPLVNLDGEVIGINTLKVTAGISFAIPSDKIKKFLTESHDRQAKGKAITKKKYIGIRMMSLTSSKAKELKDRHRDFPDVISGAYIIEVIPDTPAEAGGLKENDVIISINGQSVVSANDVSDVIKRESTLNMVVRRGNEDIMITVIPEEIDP
MBD2 inh – MBD2-methylated oligo binding inhibition | Q9UBB5 | TR-FRET, MBD2 binding to methylated oligonucleotide | inhibition, % at 4.4 µM | 0.31% of 370,000 active; in the data active means inhibition above about 13%
rCAG binder – binds r(CAG) RNA repeats | r(CAG) RNA repeat, TO-PRO-1 dye displacement fluorescence | 1.3% of 370,000 active | inhibition, % at 3 µM | AID 651821;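 active means inhibition above the plate cutoff, the mean of all test compounds on that plate plus 3 SD, cut at about 35% in these data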;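 further: 0% = DMSO alone and 100% = 100 µM mitoxantrone as full dye displacement; higher means more dye released from RNA so lower well fluorescence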
TCR-CD3 inh – human TCR-CD3 binding inhibition. TAMRA-labeled TCR probe fluorescence, biochemical. 0.37% of 360,000 active. inhibition, % at 9.4 µM; in the data active means inhibition above about 19%;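 further: recombinant mutant TCR 2C K166C tagged with TAMRA read by polarization; 0% = receptor in buffer alone and 100% = receptor with positive control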
PRMT1 FP inh – inhibitors of human PRMT1; Q99873; recombinant PRMT1, activity-based probe fluorescence polarization; inhibition, % at 2.79 µM; 1.3% of 370,000 active;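 active means inhibition above about 21% made by adding two undisclosed values, limit read from the data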
SIAE inh – human SIAE inhibition, primary screen; SIAE FP-Rh probe binding, fluorescence polarization; Q9HAT2; 0.69% of 370,000 active; AID 1053197; inhibition, % at 9.66 µM;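 active means inhibition above a cutoff: mean of compounds within the control limits plus 3 SD of those, cut at about 17% in these data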;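 further: 0% = plate median of compound wells and 100% = probe without SIAE protein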
GC-B act – GC-B (human) receptor activation | HEK293-GC-B cells, CNP EC30, cGMP TR-FRET; 0% at EC30 CNP, 100% saturating CNP | activation, % at 10 µM | 0.11% of 370,000 active | AID 1920062;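 active means activation at 10 µM reaching about 35% in either raw or pattern-adjusted values, limit read from the data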
UHRF1 binding – human UHRF1 methylated DNA binding inhibitors; Q96T88; UHRF1 binding to methylated oligo, TR-FRET; inhibition, % at 4.4 µM; 0.75% of 370,000 active; AID 687016; in the data active means inhibition above about 21%;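 further: UHRF1 SRA domain binding a hemimethylated CpG hairpin DNA probe; 0% = median of test compound wells and 100% = reference inhibitor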
* marks the source's active call; other numbers are inactive results; · = no result given. The list is partial; the hit share may differ from the screen's.

no.	SMILES	ABHD4 inh	GC-A act	HTRA1 inhibitor	MBD2 inh	rCAG binder	TCR-CD3 inh	PRMT1 FP inh	SIAE inh	GC-B act	UHRF1 binding
1	COc1cccc(NS(=O)(=O)c2cc3c(cc2C)N(C(C)=O)CCO3)c1	5	-4	-2	1	2	0	-2	6	-3	-1
2	CCOc1cc2c3c(c1)C(C)CC(C)(C)N3C(=O)C2=O (stereo not given)	2	-2	1	-1	1	6	1	11	-3	10
3	COc1ccc(CN(C)CC(=O)Nc2ccccc2C(F)(F)F)cc1	2	-1	-1	-7	-7	-1	0	5	-1	1
4	O=C(CN1C(=O)C(=O)N(C2CCCC2)C1=O)Nc1ccc(Cl)cc1C(F)(F)F	0	2	9	1	3	-7	2	14	4	-1
5	COc1ccc(C(=O)NCCS(=O)(=O)N2CCCC2)cc1	5	4	6	4	-2	-2	0	2	6	0
6	O=C(CCNC(=O)c1ccc([N+](=O)[O-])cc1)Nc1nc2ccccc2[nH]1	3	-1	2	-2	1	-9	3	-3	0	1
7	COc1cc(C(=O)OC2CCOC2=O)c([N+](=O)[O-])cc1OC (stereo not given)	0	0	5	-3	4	-3	3	-7	3	23*
8	CCN(c1ccccc1)S(=O)(=O)c1ccc(OCC(=O)N2CCCC2)cc1	1	-1	0	-1	4	1	-1	-1	-2	-3
9	CCOc1ccc(C(=O)Nc2c(C(=O)N3CCC(N4CCCCC4)CC3)oc3ccccc23)cc1	-3	-2	-9	-3	-2	-1	-8	-5	3	-1
10	COc1cc(NC(=O)CSCc2ccc(Cl)cc2)c(C(=O)O)cc1OC	3	-2	8	7	6	-2	2	-2	2	5
11	Cc1ccc(NC(=O)c2ccc3snnc3c2)cc1	-6	-1	-8	1	2	3	-5	0	10	2
12	Cc1csc(NC(=O)CSc2nnc(-c3ccoc3C)o2)n1	5	1	2	-6	-1	-6	-1	14	-3	-2
13	O=c1c2c(nc3cc(-c4ccc(Cl)cc4)[nH]n13)CCS2	16	-1	0	3	6	3	1	12	-4	0
14	Cc1ccc(S(=O)(=O)CCC(=O)OCc2nc(N)nc(Nc3ccccc3C)n2)cc1	8	-4	0	8	-1	0	0	-2	-3	-2
15	COc1ccc(OC)c(NC(=O)CSc2nnc(C3CCCCC3)n2N)c1	0	-2	3	-3	1	2	-3	2	-1	0
16	OC(CN1CCN(c2ccccc2)CC1)c1ccc2c(c1)CCN2 (stereo not given)	5	2	-1	-1	5	-3	1	11	-4	1
17	C[C@H](NC(=O)c1nc[nH]c1C(=O)N1CCN(C(=O)OC(C)(C)C)CC1)c1ccccc1	-9	2	-3	5	-2	-1	2	4	4	1
18	O=C(CN1C(=O)NC2(CCCCCC2)C1=O)NCc1ccc(Cl)cc1	-2	3	2	-6	-1	-2	-1	3	5	0
19	NS(=O)(=O)c1ccc(NC(=O)COC(=O)CCCN2C(=O)c3cccc4cccc(c34)C2=O)cc1	-10	-2	-5	-2	8	5	-1	-10	-4	-2
20	COc1cc(/C=C/C(=O)NC(C)(C)C)ccc1OCc1ccccc1	3	-2	-7	-2	-1	4	-4	-3	7	-2
21	Cc1cc2nc(-c3ccccc3)c(Cc3ccsc3)n2c(C)c1Br	3	-4	·	-2	7	-14	9	6	-4	-3
22	COc1cccc(CNC(=O)CCNC(=O)c2ccco2)c1	-8	2	1	-5	3	-11	-1	-6	-1	1
23	Cc1ccc(NC(=O)NC(=O)CN2C(=O)NC3(CCc4ccccc43)C2=O)c(C)c1 (stereo not given)	-21	2	-20	0	0	10	-2	6	5	-2
24	O=C(C1=C[C@@H](c2ccc(Br)cc2)C[C@@H](OCCCCO)O1)N1CCOCC1	2	1	1	-5	-6	7	0	-2	5	0

Excerpt: entries 23–24
no.	SMILES	ABHD4 inh	GC-A act	HTRA1 inhibitor	MBD2 inh	rCAG binder	TCR-CD3 inh	PRMT1 FP inh	SIAE inh	GC-B act	UHRF1 binding
23	Cc1ccc(NC(=O)NC(=O)CN2C(=O)NC3(CCc4ccccc43)C2=O)c(C)c1 (stereo not given)	-21	2	-20	0	0	10	-2	6	5	-2
24	O=C(C1=C[C@@H](c2ccc(Br)cc2)C[C@@H](OCCCCO)O1)N1CCOCC1	2	1	1	-5	-6	7	0	-2	5	0

(continued)
no.	SMILES	ABHD4 inh	GC-A act	HTRA1 inhibitor	MBD2 inh	rCAG binder	TCR-CD3 inh	PRMT1 FP inh	SIAE inh	GC-B act	UHRF1 binding
25	O=C(COc1ccc2c3c(c(=O)oc2c1)CCC3)NCC1CCC(C(=O)O)CC1 (stereo not given)	1	4	0	-4	1	5	2	1	2	-1
26	CSc1ccc(Cl)c(C(=O)NNC(=O)c2cccs2)c1	5	3	2	0	3	-1	1	3	1	-1
27	CC12CC3CC(C)(C1)CC(C(=O)Nc1nncs1)(C3)C2	-1	-1	7	-2	-6	5	-4	-3	-3	-2
28	O=C(NCCc1ccccc1)C1Cc2c(-c3ccc4c(c3)OCO4)ccnc2O1 (stereo not given)	-3	-4	·	1	1	1	1	-6	-3	0
29	CN(CC(=O)NCc1ccccn1)S(=O)(=O)c1ccc(Br)cc1	1	-4	0	-4	0	-1	2	-5	-2	0
30	Cc1ccc2[nH]c(C(=O)N3CCN(c4cccc(Cl)c4)CC3)cc2c1	7	2	2	9	0	4	5	-2	-6	0
31	Cc1n[nH]c(C)c1N1C(=O)c2cccc3c(Br)ccc(c23)C1=O	-5	-2	-7	-3	-1	7	0	8	-15	-3
32	COc1ccc(Cl)cc1C(=O)OCC(=O)NCCNC(=O)COC(=O)c1cc(Cl)ccc1OC	-11	-8	-1	-3	-2	6	-3	-9	6	1
33	CC1(C(=O)NS(=O)(=O)c2cccc(C#N)c2)CCN1C(=O)Cc1ccc(Cl)cc1Cl (stereo not given)	-5	-3	·	3	14	-10	7	3	0	4
34	CC(c1ccccc1)C(NC(=O)OCC1c2ccccc2-c2ccccc21)C(=O)O (stereo not given)	-5	0	-7	-8	46*	-2	1	0	5	0
35	CCN(CC)S(=O)(=O)c1ccc(C(=O)NNc2nc(-c3ccccc3)c3cc(Br)ccc3n2)cc1	-7	-8	-24	1	13	7	0	-3	-2	0
36	CSc1ncccc1C(=O)N1CCN(S(=O)(=O)c2ccc3c(c2)OCCO3)CC1	-9	-3	2	-2	1	9	-4	-2	-7	1

Some of these compounds in order of formula weight, low to high:
no.	SMILES	ABHD4 inh	GC-A act	HTRA1 inhibitor	MBD2 inh	rCAG binder	TCR-CD3 inh	PRMT1 FP inh	SIAE inh	GC-B act	UHRF1 binding
27	CC12CC3CC(C)(C1)CC(C(=O)Nc1nncs1)(C3)C2	-1	-1	7	-2	-6	5	-4	-3	-3	-2
30	Cc1ccc2[nH]c(C(=O)N3CCN(c4cccc(Cl)c4)CC3)cc2c1	7	2	2	9	0	4	5	-2	-6	0
31	Cc1n[nH]c(C)c1N1C(=O)c2cccc3c(Br)ccc(c23)C1=O	-5	-2	-7	-3	-1	7	0	8	-15	-3
29	CN(CC(=O)NCc1ccccn1)S(=O)(=O)c1ccc(Br)cc1	1	-4	0	-4	0	-1	2	-5	-2	0
25	O=C(COc1ccc2c3c(c(=O)oc2c1)CCC3)NCC1CCC(C(=O)O)CC1 (stereo not given)	1	4	0	-4	1	5	2	1	2	-1
33	CC1(C(=O)NS(=O)(=O)c2cccc(C#N)c2)CCN1C(=O)Cc1ccc(Cl)cc1Cl (stereo not given)	-5	-3	·	3	14	-10	7	3	0	4
32	COc1ccc(Cl)cc1C(=O)OCC(=O)NCCNC(=O)COC(=O)c1cc(Cl)ccc1OC	-11	-8	-1	-3	-2	6	-3	-9	6	1

Other records follow:
no.	SMILES	ABHD4 inh	GC-A act	HTRA1 inhibitor	MBD2 inh	rCAG binder	TCR-CD3 inh	PRMT1 FP inh	SIAE inh	GC-B act	UHRF1 binding
37	CCOC(=O)c1c(C)[nH]c(C(=O)COC(=O)/C=C/c2ccc(OC(F)F)cc2)c1C	4	4	8	4	1	1	1	1	-4	2
38	CCN1C(=O)CC(N2CCC(C(=O)OC)CC2)C1=O (stereo not given)	2	-1	6	6	1	4	-2	0	4	-1
39	COc1cc(C(=O)OCCNC(=O)c2ccncc2)cc(OC)c1OC	8	3	4	5	-2	1	5	4	3	3
40	CN(C)S(=O)(=O)c1cccc(C(=O)Nc2ccc3c(c2)CCC3)c1	2	5	4	3	3	-9	2	1	5	2
41	CC(Oc1ccccc1)C(=O)N1CCN(c2ccc(N3CCCCCC3)nn2)CC1 (stereo not given)	7	-3	5	2	-7	-5	0	0	1	-3
42	COc1cc2c(cc1OC)CN(C(=O)c1cccs1)CC2	2	-3	0	1	5	-8	2	-3	0	2
43	CN(Cc1ccccc1)c1nc2c(c(=O)[nH]c(=O)n2C)n1CCSc1nc2ccccc2[nH]1	2	-6	0	4	-5	4	4	4	-9	0
44	Cc1cccc(NCC(=O)N/N=C/c2cccc(Br)c2)c1	6	2	-3	-1	4	-3	4	2	-7	2
45	C[C@]12c3[nH]c4ccccc4c3CCN1C(=O)C(CC(=O)NCc1cccc(C(F)(F)F)c1)C[C@@H]2C(=O)N1CCOCC1 (stereo not given in full)	7	-5	4	3	4	-4	-3	3	-14	-4
46	O=C(COC(=O)c1ccco1)NNC(=O)c1ccc(Cl)cc1	4	-1	0	3	0	1	5	3	-1	-1
47	COc1cc(NC(=O)CN2C(=O)CN(C)C2=O)c(C)cc1[N+](=O)[O-]	3	2	-1	-2	4	-1	2	-2	-4	0
48	Cc1ccc(NC(=O)C[n+]2cc(-c3ccccc3)n3c2CCC3)c(C)c1	2	0	5	6	5	-12	-1	-3	3	0
49	COc1ccc(/C(O)=C2/C(=O)C(=O)N(CCN(C)C)C2c2ccccn2)cc1OC (stereo not given)	-3	-2	1	2	3	10	1	1	-3	3
50	COc1ccc(NC(=O)c2ccccc2NC(=O)C2CCCCC2C(=O)O)cc1 (stereo not given)	1	0	3	-1	6	-7	-1	0	-1	-1
51	CSc1ccc(CNC(=O)C2(C)CCN2C(C)C)cc1 (stereo not given)	3	0	·	-6	0	2	-4	1	3	2
52	Cc1ccc(-n2c(C)cc(C(=O)COC(=O)c3c(C)noc3C)c2C)cc1	-16	1	-21	1	-3	-5	2	-7	1	3
53	COc1cc(OC)c(NS(=O)(=O)c2coc(C(N)=O)c2)cc1Cl	-2	0	1	-3	3	5	-10	-9	1	0
54	Cc1[nH]c2ccccc2c1C(O)CN1CCC2(CC1)OCCO2 (stereo not given)	0	0	1	3	-1	7	2	13	0	-2
55	CC(C)(C)C(=O)CSc1ncnc2c1cnn2Cc1ccccc1	-6	2	-4	-3	-5	6	-1	5	4	1
56	CCOC(=O)C1(CC2CCCCO2)CCN(Cc2nc(C(C)C)cs2)CC1 (stereo not given)	3	5	5	1	-12	-2	0	-2	3	1
57	O=C(COC(=O)c1ccc(Cl)nc1)NCCc1ccccc1	0	4	0	-1	0	4	1	-3	3	0
58	COc1ccc(NC(=O)CSc2nnc(-c3ccccc3)n2N)cc1	7	1	-2	-7	-3	-8	-1	0	2	-3
59	CC(C)=C1SC(N2CCCCC2)=NC1=O	-5	1	0	-6	-1	5	-2	-2	-4	-2
60	CC(C)(C)NC(=O)C(c1ccc(OCC(N)=O)cc1)N(C(=O)c1cccnc1)C1CC1 (stereo not given)	-1	0	7	-2	0	3	-1	4	-5	0
61	CC(=O)Nc1ccc(S(=O)(=O)NC(C)C(=O)NCCc2ccc(F)cc2)cc1 (stereo not given)	-9	-2	5	6	4	-5	4	1	-1	4
62	CC(=O)c1cccc(NC(=O)COC(=O)c2cccs2)c1	-4	-2	3	2	2	-4	1	-1	-1	6
63	COc1ccc(CCNC(=O)CSc2nn(-c3ccccc3)c(=S)s2)cc1	2	-4	-5	0	1	-1	17	2	-7	2

Source: PubChem (several laboratories)
